Screens as filed in PubChem BioAssay.
NS3 helicase inh: inhibitors of Hepatitis C virus NS3 helicase; AID 1800; NS3 helicase DNA unwinding, Cy5 molecular beacon fluorescence; actives 0.56% (n = 290,000); inhibition, % at 10.9 µM;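 active = inhibition above the mean of all tested compounds plus 3 SD, set per campaign, cut at about 35% in these data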;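 note: 0% = DMSO wells and 100% = thioflavine S control wells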
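Material: hepatitis C virus NS3 helicase domain fragment enzyme; measured by: Cy5 fluorescence, 0 and 60 min reads; control set: DMSO and thioflavine S; incubation: 60 min unwinding reaction at 25 °C after ATP addition; read-out basis: % inhibition from 60/0 min fluorescence ratio, DMSO 0%, thioflavine S 100%; repeats: singlicate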
DNA FID counter: counter-screen for HCV NS3 helicase inhibitors: DNA intercalator displacement; DNA fluorescent intercalator displacement, fluorescence; inhibition, % at 7.9 µM; actives 0.17% (n = 290,000); in the data active = inhibition above about 37%;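 note: 0% = vehicle and 100% = reference compound; higher means more ethidium bromide displaced from hairpin DNA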
IDE act: boosts human insulin-degrading enzyme activity in HEK cells; P14735; FAbeta-B cleavage, fluorescence polarization; 0% vehicle, 100% cell-free pure enzyme wells; activation, % at 5.96 µM; actives 0.073% (n = 340,000);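 active = activation above the mean of all tested compounds plus 3 SD, set per screening campaign, cut at about 17% in these data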
MEKK3 PB1 HTS: modulators (inhibitors or enhancers) of MEK5 binding to human MEKK3 PB1 domain; Q99759; bead-based flow cytometry, Alexa488-MEK5 binding to MEKK3; actives lie on both sides; 0 = blocked by unlabeled MEK5, 100 = vehicle; binding response (% of control), % at 10 µM; actives 1.4% (n = 290,000); AID 1529;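 active = binding response more than 3 SD above or below the average of its plate-row segment, actives on both sides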;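 note: Alexa488 bead fluorescence after subtracting the streptavidin-only scavenger bead signal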
Target sequence (Q99759 whole entry, looked up, the tested form may be a part): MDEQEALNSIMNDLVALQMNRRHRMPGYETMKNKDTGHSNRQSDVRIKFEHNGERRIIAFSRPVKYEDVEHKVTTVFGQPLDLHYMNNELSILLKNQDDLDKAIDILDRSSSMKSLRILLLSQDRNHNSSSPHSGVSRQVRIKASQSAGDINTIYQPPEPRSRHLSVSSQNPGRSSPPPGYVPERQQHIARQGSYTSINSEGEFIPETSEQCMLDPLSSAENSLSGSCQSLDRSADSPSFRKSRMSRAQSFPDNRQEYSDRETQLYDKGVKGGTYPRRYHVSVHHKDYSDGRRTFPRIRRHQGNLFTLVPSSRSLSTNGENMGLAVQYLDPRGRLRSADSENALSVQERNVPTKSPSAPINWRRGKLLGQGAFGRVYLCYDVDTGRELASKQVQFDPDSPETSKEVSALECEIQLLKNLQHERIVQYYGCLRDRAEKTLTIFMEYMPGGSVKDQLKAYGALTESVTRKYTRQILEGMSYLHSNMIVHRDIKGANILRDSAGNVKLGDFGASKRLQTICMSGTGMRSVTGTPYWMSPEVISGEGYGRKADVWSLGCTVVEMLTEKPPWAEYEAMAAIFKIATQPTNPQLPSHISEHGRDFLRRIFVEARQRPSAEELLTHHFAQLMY
IMP-1 inh: blocks Pseudomonas aeruginosa IMP-1 metallo-beta-lactamase; purified IMP-1, nitrocefin hydrolysis, epi-absorbance fluorescence; actives 0.45% (n = 290,000); inhibition, % at 5.6 µM;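 active = inhibition above the mean plus 3 SD of all compounds in the same screening run, cut at about 4.5% in these data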;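 note: 0% = IMP-1 with DMSO and 100% = DMSO wells lacking enzyme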
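Material – recombinant IMP-1 enzyme, purified · Amount – IMP-1 0.2 nM before substrate addition · Medium – HEPES buffer pH 7.1 with ZnSO4 and Brij 35 · Timing – 25 °C, 15 min preincubation, 25 min reaction · Measured by – plate fluorescence quenching by hydrolysis product, ex 480/em 530 nm · Read-out – percent enzyme inhibition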
SUMO HTRF inh: inhibitors of human SUMOylation (UBC9) | AID 2006 | HTRF SUMOylation assay, SAE1/SAE2 + UBC9, in vitro | P63279 | actives 0.36% (n = 290,000) | inhibition, % at 35 µM; in the data active = inhibition above about 50%, passing the limit was not always enough; note: strong numbers were not always called active
Target sequence (P63279 whole entry, looked up): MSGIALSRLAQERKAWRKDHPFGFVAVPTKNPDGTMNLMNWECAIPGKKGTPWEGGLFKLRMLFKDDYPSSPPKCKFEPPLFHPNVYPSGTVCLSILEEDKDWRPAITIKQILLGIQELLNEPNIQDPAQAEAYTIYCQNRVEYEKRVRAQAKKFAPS
VIM-2 inhibitor: blocks Pseudomonas aeruginosa VIM-2 metallo-beta-lactamase | inhibition, % at 5.6 µM | purified VIM-2, nitrocefin hydrolysis, epi-absorbance fluorescence | actives 0.89% (n = 290,000);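 active = inhibition above the mean of all tested compounds plus 3 SD, cutoff set per screening run, cut at about 7.5% in these data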;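 note: red hydrolysis product quenches plate fluorescence so inhibitors raise well fluorescence; 0% = enzyme with DMSO and 100% = DMSO without enzyme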
PHOSPHO1 inh: blocks human PHOSPHO1 phosphatase activity; Q8TCT1; recombinant PHOSPHO1, absorbance phosphatase assay; inhibition, % at 13.3 µM; actives 1.1% (n = 290,000); AID 1565; in the data active = inhibition above about 60%
Target sequence (Q8TCT1 whole entry, looked up): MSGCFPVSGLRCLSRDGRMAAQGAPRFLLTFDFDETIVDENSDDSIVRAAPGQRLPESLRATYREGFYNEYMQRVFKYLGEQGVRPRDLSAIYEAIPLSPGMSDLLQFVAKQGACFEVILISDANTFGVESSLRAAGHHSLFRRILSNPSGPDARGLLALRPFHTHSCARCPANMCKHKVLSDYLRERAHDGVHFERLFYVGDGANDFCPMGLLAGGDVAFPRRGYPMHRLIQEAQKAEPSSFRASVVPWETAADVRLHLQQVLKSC
p-CIP stab down: p/CIP protein destabilization | AID 1984 | F442A p/CIP-EGFP cells, EGFP fluorescence, 16 h | decrease of EGFP signal, % at 10 µM | Q05BA5 | actives 0.01% (n = 290,000);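 active = EGFP signal decrease of at least 30% at 10 µM or well 3 SD below plate mean, unless failing retest; inactive = the rest, including hits failing retest or dose response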; note: some compounds called inactive have numbers as strong as hits; many of its hits are not listed in these tables
* = called active by the depositor; . = not tested or not shown. Some of the compounds tested, so the mix of outcomes need not match the whole.

SMILES | NS3 helicase inh | DNA FID counter | IDE act | MEKK3 PB1 HTS | IMP-1 inh | SUMO HTRF inh | VIM-2 inhibitor | PHOSPHO1 inh | p-CIP stab down
CCn1c(SCC(=O)Nc2ccc(C(C)=O)cc2)nc2nc3c(cc2c1=O)COC(C)(C)C3 | -1 | -4 | 5 | 95 | -3.8 | -5 | -2.5 | 37 | 1
CCOC(=O)C=C(C(=O)OCC)C(=O)OCC | -5 | 2 | -5 | 103 | -2.3 | 14 | -2.7 | 1 | -10
CCOC(=O)c1sc(NC(=O)CSc2nc3c(c(=O)n2-c2ccccc2)SCC3)c(C(=O)OCC)c1C | 6 | -3 | . | 108 | -2.2 | 10 | -3.6 | -1 | 0
Cc1ccc(C2CC(C(F)(F)F)n3nc(C(=O)NCC4CCCO4)cc3N2)cc1 (configuration not stated) | -4 | -32 | . | 105 | -2.8 | 21 | -0.3 | 18 | -4
Cc1ccc(-n2c(=O)c3sccc3n(CC(=O)NCc3ccco3)c2=O)cc1F | 8 | -4 | -2 | 115 | -1.8 | 7 | -1.2 | 15 | -12
CCn1c(-c2cc(OC)ccc2OC)csc1=Nc1c(C)n(C)n(-c2ccccc2)c1=O | -3 | -21 | 3 | 107 | -2.6 | 9 | -2.6 | -51 | -1
O=C(Nc1ccc(S(=O)(=O)N2CCOCC2)cc1)c1ccc2c(c1)OCO2 | 3 | -6 | 4 | 99 | -4.5 | 30 | -4.3 | 14 | -7
O=c1cc[nH]c2ccc(OC(F)(F)F)cc12 | -10 | -1 | 6 | 90 | -2.4 | 17 | -0.2 | -6 | -12
Cc1noc(C)c1CSc1nnc2ccc3ccccc3n12 | 0 | -8 | 1 | 99 | -3.8 | 6 | 0.3 | 39 | 2
Cc1onc(-c2ccccc2Cl)c1C(=O)Nc1ccccc1O | 10 | -2 | 5 | 100 | -4.7 | -4 | -2.0 | 2 | -5
CC(C)(C)C(=O)N1c2ccccc2CCc2ccccc21 | -6 | -22 | -2 | 105 | -0.6 | -9 | -1.2 | 3 | -9
CCOc1ccc(OCC)c(S(=O)(=O)NCc2cccnc2)c1 | 5 | 0 | 6 | 111 | -3.4 | 1 | -2.5 | -10 | -2
COc1ccc(NC(=O)C2CCCN(S(=O)(=O)c3cccc4nonc34)C2)c(OC)c1 (configuration not stated) | -6 | 3 | 5 | 100 | 0.2 | -1 | -1.9 | 0 | -15
CC(=O)Nc1ccc(S(=O)(=O)Nc2cccc(C(=O)Nc3ccccc3C(=O)O)c2)cc1 | 28 | -20 | 0 | 107 | -2.1 | -2 | -2.2 | 19 | 2
O=C(c1nsnc1-c1ccccc1O)N1CCCCC1 | -4 | -1 | 1 | 106 | -2.6 | 1 | -0.5 | -4 | -10
COCCCNC(=S)NCCNc1nc2cc(C)c(C)cc2cc1C#N | -2 | -4 | -3 | 103 | -1.3 | 34 | 2.5 | -3 | -10
Cc1nc(-c2ccc(S(=O)(=O)N3CCN(c4cccc(C)c4C)CC3)cc2)co1 | -7 | -56 | -5 | 96 | -0.8 | . | -2.2 | 58 | 10
Cc1cc(=O)oc2cc(NC(=O)CC3(CC(=O)O)CCCC3)ccc12 | 20 | -21 | . | 127 | -1.6 | 7 | -1.9 | 33 | -20
Cc1ccc(/C=N/n2c(COc3ccccc3)n[nH]c2=S)s1 | 2 | -24 | -2 | 100 | -2.0 | 28 | 0.5 | 13 | -28
COc1ccc(OCc2nc(C#N)c(N3CCN(c4ccc(OC)cc4)CC3)o2)cc1 | 1 | -23 | -2 | 98 | -0.1 | 15 | -2.7 | -3 | -7
CCN(CC)C(=O)c1ccccc1NC(=O)c1ccccc1C | 15 | -2 | 0 | 105 | -3.7 | 10 | -2.2 | -29 | -8
O=C(CC(Nc1ccc(Cl)cc1)C(=O)O)c1ccccc1 (configuration not stated) | 9 | -5 | 2 | 102 | -3.3 | -5 | -2.6 | -35 | -14
Cc1ccc(NC(=O)C[n+]2cc(-c3ccc(C)cc3)n3c2CCC3)cc1 | -32 | 23 | 4 | 108 | -2.5 | -14 | -2.4 | 0 | 4
Cn1c(=O)oc2cc(S(=O)(=O)N3CCN(c4ccc(F)cc4)CC3)ccc21 | -4 | 5 | -3 | 95 | 0.1 | -6 | 0.9 | -17 | 1
CCCCCCSc1nnc2[nH]c(=O)cc(N)n12 | -1 | -17 | -3 | 105 | -2.8 | 3 | -0.5 | 2 | 9

4 of the compounds above, with each value named:
CCOC(=O)c1sc(NC(=O)CSc2nc3c(c(=O)n2-c2ccccc2)SCC3)c(C(=O)OCC)c1C
  NS3 helicase inh: 6
  DNA FID counter: -3
  IDE act: .
  MEKK3 PB1 HTS: 108
  IMP-1 inh: -2.2
  SUMO HTRF inh: 10
  VIM-2 inhibitor: -3.6
  PHOSPHO1 inh: -1
  p-CIP stab down: 0
Cc1ccc(NC(=O)C[n+]2cc(-c3ccc(C)cc3)n3c2CCC3)cc1
  NS3 helicase inh: -32
  DNA FID counter: 23
  IDE act: 4
  MEKK3 PB1 HTS: 108
  IMP-1 inh: -2.5
  SUMO HTRF inh: -14
  VIM-2 inhibitor: -2.4
  PHOSPHO1 inh: 0
  p-CIP stab down: 4
O=c1cc[nH]c2ccc(OC(F)(F)F)cc12
  NS3 helicase inh: -10
  DNA FID counter: -1
  IDE act: 6
  MEKK3 PB1 HTS: 90
  IMP-1 inh: -2.4
  SUMO HTRF inh: 17
  VIM-2 inhibitor: -0.2
  PHOSPHO1 inh: -6
  p-CIP stab down: -12
Cn1c(=O)oc2cc(S(=O)(=O)N3CCN(c4ccc(F)cc4)CC3)ccc21
  NS3 helicase inh: -4
  DNA FID counter: 5
  IDE act: -3
  MEKK3 PB1 HTS: 95
  IMP-1 inh: 0.1
  SUMO HTRF inh: -6
  VIM-2 inhibitor: 0.9
  PHOSPHO1 inh: -17
  p-CIP stab down: 1

(list continues)
SMILES | NS3 helicase inh | DNA FID counter | IDE act | MEKK3 PB1 HTS | IMP-1 inh | SUMO HTRF inh | VIM-2 inhibitor | PHOSPHO1 inh | p-CIP stab down
N#CCCNC(=O)Cn1c(COc2ccc(Cl)cc2)nc2ccccc21 | -16 | -5 | 0 | 143* | -2.7 | -9 | -1.5 | 4 | -3
COc1ccc(C(=O)Nc2ccccc2C(=O)N/N=C/c2cccc3ccccc23)cc1 | 0 | 0 | 3 | 103 | -3.0 | -2 | -4.2 | 24 | -8
O=C(/C=C/c1ccccc1Cl)N(Cc1ccc(Cl)cc1)C1CCS(=O)(=O)C1 (configuration not stated) | -16 | -7 | -4 | 104 | -2.3 | -6 | -3.0 | 6 | -11
COc1ccc(CC(=O)c2ccc(O)cc2O)cc1OC | -6 | -2 | 5 | 109 | -1.8 | 5 | 1.0 | 0 | -2
COc1ccc2nc(COC(=O)c3cccs3)c(C(C)=O)[n+]([O-])c2c1 | 10 | 1 | -4 | 97 | 1.1 | 24 | 2.3 | 12 | 4
Cc1cccc(NC(=O)c2cc3c(=O)n4ccccc4nc3s2)c1 | -5 | -5 | -8 | 99 | -1.2 | 17 | 1.0 | 19 | -15
COc1ccc(C(=O)Nc2c(-c3cccs3)c(=O)c3ccccc3n2C)cc1 | 8 | -8 | 8 | 95 | -1.4 | 16 | 1.0 | -4 | 0
N#C/C(=C\c1ccc(OCC(N)=O)cc1)S(=O)(=O)c1ccccc1 | 0 | 0 | -4 | 99 | -3.0 | 6 | 0.8 | -30 | -4
Cc1cc(C)c(S(C)(=O)=O)c(N(C)N)n1 | -6 | -10 | 2 | 98 | -1.9 | 1 | -2.1 | 16 | 2
CCOC(=O)C1=NN(C(=O)c2ccc(OC)cc2)C(O)(c2ccc(Cl)cc2)C1 (configuration not stated) | 16 | -45 | 2 | 95 | 1.6 | 29 | 1.5 | -12 | -8
CC(=O)Nc1ccc(Nc2nnc(-c3ccc(C)c(S(=O)(=O)NCC4CCCO4)c3)c3ccccc23)cc1 (configuration not stated) | -3 | -29 | -5 | 98 | -3.2 | 3 | -0.5 | 8 | -2
O=C(c1ccc([N+](=O)[O-])cc1)N1CCN=C1SCc1ccccc1 | 6 | 2 | 2 | 90 | -1.6 | 7 | 1.9 | -14 | -6
CC(C)(C)c1ccc(OCC(=O)NNC(=O)CCc2ccccc2)cc1 | -3 | -20 | 7 | . | -3.0 | 24 | -4.4 | 19 | -9
CCCCCCNC(=O)c1ccc(Br)o1 | 0 | -2 | 0 | 93 | -3.9 | -3 | -5.2 | -11 | -1
CCOc1ccc(CNS(=O)(=O)c2cccs2)cc1OCC | 0 | -15 | -2 | 100 | 1.0 | 1 | 1.7 | 19 | 7
COc1ccccc1NC(=O)CSCC(N)=O | -1 | 1 | 3 | 113 | -3.9 | 14 | -4.8 | -21 | -11
COc1ccc(C=O)cc1Oc1nc(Cl)ncc1F | -2 | 8 | 6 | 103 | -3.0 | 18 | 0.4 | 28 | -23
Cc1nnc(SCC(=O)NC(=O)Nc2ccc3c(c2)OCCO3)s1 | -6 | -12 | 8 | 107 | -2.4 | 12 | -2.4 | -5 | -6
COc1ccc(NC(=O)c2c(NC(=O)CCC(=O)O)sc(-c3ccccc3)c2C)cc1 | 37* | -33 | -2 | 84 | -1.5 | 4 | 0.5 | 24 | 2
O=S(=O)(NCc1ccco1)c1cccc(S(=O)(=O)N2CCCCC2)c1 | 0 | -6 | 3 | . | -4.3 | 23 | -2.6 | 4 | -2
O=C(O)Cc1c(-c2ccccc2Cl)c2cc(Br)ccc2[nH]c1=O | 11 | -40 | 1 | 103 | -2.0 | 12 | -2.4 | 1 | -12
CCN1C(=O)C2(Nc3ccccc3-c3nc4ccccc4n32)c2cc(OC)ccc21 (configuration not stated) | -7 | -28 | 3 | . | -1.8 | 19 | -1.6 | 30 | -10
Cn1ncc2c(Nc3ccccc3Cl)nc(Nc3ccccc3Cl)nc21 | -17 | -15 | 2 | 93 | -0.7 | -5 | -1.8 | 3 | 13
CSc1cccc(NC(=O)CCCn2c(=O)c3cccn3c3cccnc32)c1 | -6 | -24 | 0 | 103 | -2.5 | . | 0.8 | -4 | -9
CC(C)[C@H](NS(=O)(=O)c1ccccc1)C(=O)OCC(=O)N1N=C(c2ccc(Cl)cc2)CC1c1ccco1 (some centres not stated) | 22 | -23 | -1 | 108 | -2.1 | 3 | -0.1 | -5 | -13
CCN1CCN(CC(=O)Nc2ccc3c(c2)OCCO3)C(=O)C1=O | -2 | 0 | 4 | 102 | -2.5 | 10 | -5.2 | 7 | -4
CCOC(=O)c1c(NS(=O)(=O)Cc2ccccc2)sc2c1CCCC2 | 17 | -22 | -2 | 105 | -2.3 | -18 | -4.4 | 29 | -2
Cc1cccc(CNCc2ccccc2)c1 | 38* | -3 | -1 | 94 | -1.9 | -2 | -1.0 | 2 | 7
CCSc1nc2c(c(=O)n1Cc1ccccc1)SC(C)C2 (configuration not stated) | 1 | -28 | 6 | 93 | -3.4 | 11 | -2.9 | -14 | -10
COC(=O)c1sc(NC(=O)c2cnccn2)c(C(=O)OC)c1C | 18 | -4 | . | 99 | -3.3 | . | -1.3 | . | .
